Source: PubChem BioAssay
HIV peptide binding: cell-free HIV fusion peptide-binding blockers – biochemical, uHTS, fluorescence dequenching, primary screen (AID 1986); 290,000 tested, 0.3% active; cell-free peptide binding, fluorescence dequenching, 30 min; higher % means a stronger effect; inhibition, % at 20 µM, or IC50 in µM where a hit was titrated; in the data active means inhibition mostly above about 52%, no sharp cut-off; inactive means mostly below about 76%; further: some results filed as inactive read as strong as hits
GPR35 arrestin U2OS: GPR35 antagonists blocking zaprinast-driven arrestin recruitment, primary screen, imaging, U2OS, beta-arrestin-GFP, zaprinast agonist (AID 2058); U2OS GPR35 beta-arrestin-GFP translocation imaging, zaprinast antagonism; higher % means a stronger effect; inhibition, % at 10 µM, or IC50 in µM where a hit was titrated; 290,000 tested, 0.052% active;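 active means inhibition of at least 50% with at least 30 cells and total cytoplasm GFP at most 10,000,000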
UTI89 phage lysis: protection from phage-mediated lysis, alamar blue read-out – E. coli UTI89, K1F phage, bacterial capsule biogenesis inhibitors (AID 488966); inhibition, % at 100 µM; hits with a dose series show IC50 in µM; 340,000 tested, 0.02% active; E. coli UTI89 K1F phage lysis, alamar blue, 2 h; higher % means a stronger effect;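 active means phage lysis inhibition, versus mean bacterial control, above a set limit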;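 further: capsule biogenesis inhibitors block K1F phage lysis so surviving cells raise fluorescence; higher fluorescence means more inhibition of phage lysis; actives were called in the ten point dose series up to 300 µM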
GPR55 beta-arrestin: selective activators of receptor GPR55 – imaging, U2OS cells, beta-arrestin-GFP redistribution, primary screen (AID 1961) | 290,000 tested, 0.048% active | activation, % at 10 µM, or EC50 in µM where a hit was titrated | U2OS GPR55 beta-arrestin-GFP redistribution imaging; higher % means a stronger effect;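 active means activation above 40% with more than 50 cells counted in the well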;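 further: U2OS osteosarcoma cells stably expressing GPR55 and beta-arrestin-GFP; plate controls were DMSO negative control for no effect and LPI positive control for full effect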
GPR55 antagonists: inhibition of LPI-stimulated GPR55 beta-arrestin translocation – imaging, U2OS, beta-arrestin-GFP, LPI agonist, primary screen (AID 2013) | 290,000 tested, 0.13% active | U2OS GPR55 beta-arrestin-GFP translocation imaging, LPI antagonism; higher % means a stronger effect | inhibition, % at 10 µM, or IC50 in µM where a hit was titrated;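 active means spots per cell inhibited over 60%, with over 100 cells counted and total cytoplasm intensity under 500,000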;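 further: U2OS cells stably carrying GPR55 and arrestin-GFP stimulated by 5 µM LPI near EC80; imaged beta-arrestin-GFP aggregate spots per cell after agonist stimulation; plate controls were LPI-stimulated DMSO wells for no effect and DMSO wells without LPI for full effect; some results filed as inactive read as strong as hits; confirmed hits need IC50 under 10 µM and bright autofluorescent wells are also inconclusive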
Siah-1 displacement: blockers of Siah-1 interaction with plectin peptide – biochemical, fluorescence polarization, rhodamine-plectin, uHTS, primary screen (AID 1817). Siah-1 / rhodamine-plectin peptide fluorescence polarization; higher % means a stronger effect. displacement, % at 20 µM; hits with a dose series show IC50 in µM. 290,000 tested, 0.02% active;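 active means displacement of at least 50% at 20 µM, with a fluorescence ratio check between 0.3 and a set limit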;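 further: plate controls were Siah plus tracer with DMSO for no effect and tracer alone without Siah for full effect; strong numbers were not always called active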
AID2073: inhibitors of Mint1-CaV2.2 protein interaction, biochemical, HTRF (AID 2073). 290,000 tested, 0.19% active. HTRF protein-protein interaction, Mint1-CaV2.2; higher % means a stronger effect. inhibition, % at 20 µM; hits with a dose series show IC50 in µM; in the data active means inhibition mostly above about 51%, no sharp cut-off; further: some results filed as inactive read as strong as hits
NTR1 ag: NTR1-driven beta-arrestin-GFP spot formation – imaging, U2OS cells, high content, primary screen (AID 493036) | P30989 | agonist mode | activation, % at 20 µM | 330,000 tested, 0.17% active;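 active means activation at or above 40% of the spot to cytoplasm intensity ratio, with at least 20 cells analyzed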;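 further: 0% = DMSO without peptide and 100% = 100 nM NTR1 peptide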
Target sequence (P30989 whole entry, looked up): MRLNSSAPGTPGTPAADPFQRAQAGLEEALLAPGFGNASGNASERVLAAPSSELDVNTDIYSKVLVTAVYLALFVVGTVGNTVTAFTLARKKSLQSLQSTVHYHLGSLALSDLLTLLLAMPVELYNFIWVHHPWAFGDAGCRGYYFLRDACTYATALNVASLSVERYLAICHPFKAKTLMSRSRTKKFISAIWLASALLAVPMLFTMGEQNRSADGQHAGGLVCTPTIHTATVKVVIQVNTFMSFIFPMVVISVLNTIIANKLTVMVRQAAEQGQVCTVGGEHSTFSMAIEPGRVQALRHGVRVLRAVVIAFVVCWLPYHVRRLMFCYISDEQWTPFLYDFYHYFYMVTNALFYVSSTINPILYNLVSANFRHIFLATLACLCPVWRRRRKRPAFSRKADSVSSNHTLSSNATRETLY
NS5 inhibitors: Dengue-2 NS5 methyltransferase inhibitors, primary screen, biochemical, confirmation dose response (AID 588689); 340,000 tested, 0.3% active; inhibition, % at 25 µM, or IC50 in µM where a hit was titrated; Dengue-2 NS5 methyltransferase capping enzyme assay, biochemical; higher % means a stronger effect; in the data active means a potency from the dose series
NTR1 ag cell count 20 µM: second read-out of NTR1 ag, no call of its own (marks repeat the call); cell count; measured here: cell count, cytotoxicity flag
Starred values were filed as active, the others as inactive; · = not tested or not shown; [ ] = dose if it differs, or a comment.

SMILES | HIV peptide binding | GPR35 arrestin U2OS | UTI89 phage lysis | GPR55 beta-arrestin | GPR55 antagonists | Siah-1 displacement | AID2073 | NTR1 ag | NTR1 ag cell count 20 µM | NS5 inhibitors
N=C1/C(=C\c2ccc(-c3cccc(Cl)c3)o2)C(=O)N=C2SC=C(c3ccccc3)N12 | -0.6% | -2% | 0.1% | -0.2% | -7% | -4% | 6% | -1.0 | 72 | 0%
CCSC1(SCC)N=C(N)C2(C#N)C(c3ccccc3)NC3=C(CCC3)C12C#N (configuration not stated) | 3.3% | -10% | 2.6% | -0.1% | 6% | -1% | -7% | 0.8 | 45 | 16%
CC(C)OC(=O)C1CC(C)(O)C(=O)C(C(=O)OC(C)C)C1c1ccc([N+](=O)[O-])cc1 (configuration not stated) | -1.8% | 25% | 0.4% | 1.2% | -9% | 1% | 2% | -0.2 | 41 | 3%
CC1CN(C(=O)COC(=O)c2ccc(C#N)cc2)CC(C)O1 (configuration not stated) | 2.6% | 4% | -0.8% | 0.0% | 11% | 4% | 6% | -1.0 | 34 | -6%
COc1ccc(S(=O)(=O)N2CCN(C(=O)CCC3CCCC3)CC2)cc1 | 4.1% | -2% | 3.0% | -0.1% | 8% | 2% | -2% | 0.8 | 68 | -8%
CCCCC(=O)NC(=S)NNC(=O)CCc1ccccc1 | 1.3% | -1% | 0.1% | -0.1% | 2% | -7% | -17% | 2.8 | 50 | 6%
O=C(NN1CCOCC1)c1ccc(Cl)c(Cl)c1 | -0.1% | -7% | 1.6%[50 µM] | 0.0% | 8% | -2% | 13% | -1.1 | 44 | -7%
NC(=O)C1(N2CCCCC2)CCN(C(=S)Nc2ccc(F)cc2)CC1 | 1.2% | 1% | -0.8% | -0.1% | -2% | 5% | -22% | 0.5 | 42 | -9%
C=C(C)C(=O)Nc1ccc(NC(C)C)cc1 | 1.6% | 4% | 0.2% | 0.0% | 3% | 1% | 44% | -0.5 | 75 | -3%
CC(C)CCN(C(=O)Cc1ccc(Cl)c(Cl)c1)c1c(N)n(Cc2ccccc2)c(=O)[nH]c1=O | 1.5% | 8% | -0.1% | -0.2% | -2% | 5% | 1% | 15 | 51 | -7%
CCN(CC(=O)NCc1cccnc1)S(=O)(=O)c1ccc(OC)cc1 | -0.2% | 10% | 0.2% | 0.3% | -2% | -5% | 13% | -1.0 | 53 | 1%
O=C(c1cccnc1)n1nc(-c2ccco2)nc1NCc1cccs1 | -2.3% | 2% | 0.0% | -0.2% | 6% | -2% | -3% | · | · | -12%
Cc1ccc(C(=O)N2CCC3(CC2)Oc2ccc(F)cc2C(=O)C32CC(c3ccc(Cl)cc3)=NO2)s1 (configuration not stated) | -1.1% | -12% | 0.0% | 0.4% | 0% | 2% | 5% | -3.1 | 88 | -1%
COc1cc2ccccc2cc1C(=O)N(CCN(C)C)c1nc2c(F)cccc2s1 | -0.4% | 9% | 1.5% | 0.1% | 5% | 14% | 0% | 2.3 | 54 | 4%
O=S(=O)(Cc1ccccc1)N(O)c1ccccc1 | -0.9% | 4% | 0.1% | -0.2% | 35% | 0% | 10% | 3.2 | 59 | 19%
COc1ccc(C2C(=O)N(C3CCCCCC3)CC(=O)N2Cc2ccccc2)cc1OC (configuration not stated) | -2.0% | 4% | 6.2% | -0.1% | 15% | 4% | -4% | 1.6 | 72 | -5%
CC1(C)CC(NC(=O)c2cc(COc3cccc(C(F)(F)F)c3)on2)CCO1 (configuration not stated) | 0.4% | 10% | 0.6% | 1.7% | 5% | 3% | 10% | -0.3 | 58 | 4%
N#Cc1cnn(-c2ccccc2)c1N | 0.8% | 9% | 0.1% | 0.2% | 0% | 2% | 20% | 0.1 | 39 | -5%
CCOc1cc(/C=C2\C(=O)ON=C2c2ccccc2)cc(Br)c1O | 70%* | 0% | 0.3% | -0.1% | 12% | 1% | 25% | 31 | 95 | -46%
COc1cc([N+](=O)[O-])ccc1NC(=S)N1CCN(c2ccccn2)CC1 | 0.4% | -12% | -0.5% | -0.4% | 4% | 6% | -5% | 0.6 | 44 | -15%
CC(C)(C)NC(=O)CSc1nnc(-c2ccncc2)n1Cc1ccccc1 | 1.0% | -1% | -0.1% | 0.0% | 3% | -8% | 8% | 1.1 | 88 | -10%
Cc1ccc(C(=O)NS(=O)(=O)c2ccc(C)cc2)cc1 | -0.3% | -4% | 0.3% | -0.1% | 13% | 2% | 2% | -0.3 | 51 | 2%
CC(=O)NCCc1cc2ccc(C)cc2[nH]c1=O | -0.5% | 6% | 0.6% | -0.1% | -3% | 7% | 0% | 1.1 | 48 | 0%
O=C(Nc1ccon1)c1ccc(F)c(S(=O)(=O)N2CCCCC2)c1 | -0.5% | -1% | 0.1% | -0.1% | 15% | 5% | 5% | 1.3 | 67 | 1%
Cc1ccc(Nc2nnc(SCC(=O)c3cc4ccccc4o3)s2)cc1C | 7.7% | 0% | 0.0% | -0.3% | 10% | 14% | -8% | 0.1 | 77 | 3%
SMILES | HIV peptide binding | GPR35 arrestin U2OS | UTI89 phage lysis | GPR55 beta-arrestin | GPR55 antagonists | Siah-1 displacement | AID2073 | NTR1 ag | NTR1 ag cell count 20 µM | NS5 inhibitors
Cc1ccc(N2CN=C(c3ccccc3)NC2=S)cc1 | -1.3% | 1% | 0.0% | -0.2% | -4% | -6% | -13% | 0.0 | 47 | -3%
C=CCNC(=O)C(=O)N/N=C/c1ccco1 | 1.3% | 19% | -0.9% | 0.0% | 11% | 6% | 4% | 2.0 | 47 | 0%
Cc1nc(SCC(=O)NC2CCCC2)[nH]c(=O)c1Cc1ccccc1 | 1.7% | -17% | 2.4% | -0.1% | 10% | 2% | 4% | 1.6 | 44 | -3%
CC(C)Cc1cc(C(=O)N2CCN(c3ccc(F)cc3)CC2)no1 | -1.2% | 20% | -1.2% | -0.3% | 0% | 0% | 2% | 11 | 89 | -8%
Cc1noc(C)c1NC(=O)N1CCN(Cc2ccccc2)CC1 | -2.1% | 0% | 1.1% | 0.2% | -11% | -6% | -3% | -0.7 | 44 | 2%
Cn1cccc1Cc1nnc(SCC(=O)N2CCCC2)n1CCc1ccccc1 | 0.4% | 5% | 4.5% | -0.2% | 1% | -3% | -8% | -3.6 | 59 | -1%
Nc1cccnc1Oc1ccc(F)cc1F | 0.6% | 5% | 0.1% | 0.3% | -2% | 15% | -12% | -1.1 | 71 | -11%
CC1c2ccccc2SC(CCCN(C)C)c2ccccc21 (configuration not stated) | -1.2% | -6% | 13% | -0.5% | 3% | 45% | -2% | -0.3 | 62 | -2%
Cc1ccc(N=C/C(C(=O)C(F)(F)F)=C(\O)c2cccs2)cc1 | 0.6% | 5% | 0.2% | -0.1% | 9% | 3% | 11% | 0.3 | 83 | -6%
COc1ccc(/C(C)=N/N=C(\C)c2ccc(OC)cc2OC)c(OC)c1 | -0.6% | -1% | 0.2% | 0.8% | 1% | 3% | -6% | 0.6 | 71 | -1%
Cc1ccccc1Nc1c(-c2cccnc2)nc2ccccn12 | -0.8% | -1% | -2.0%[50 µM] | 0.0% | 7% | -3% | 2% | 2.0 | 64 | -12%
Cc1cccc(N2C(=O)N3[C@H](c4ccc(Br)cc4)[C@@H]4C(=O)N(C(C)(C)C)C(=O)[C@@H]4[C@]3(C)C2=O)c1 | 1.0% | -3% | -0.2% | 0.9% | -1% | -2% | 3% | 4.6 | 61 | -3%
O=C(COc1cccc(Cl)c1)Nc1nc(-c2ccc(S(=O)(=O)N3CCOCC3)cc2)cs1 | -4.9% | 15% | 0.1% | 0.4% | 12% | -6% | 6% | · | · | ·
COCCNC(=O)c1cn(C)c2ccc(S(=O)(=O)N3CCCCC3)cc2c1=O | 1.9% | 9% | 0.2% | 0.0% | 67% | 2% | 29% | -0.1 | 62 | -10%
COC(=O)c1ccc(-c2nc(CN3CCCN(C(=O)c4ccco4)CC3)c(C)o2)cc1 | 0.2% | 4% | -0.1% | 0.0% | -15% | -1% | 15% | 0.1 | 58 | 3%
C/C(Cn1nc([N+](=O)[O-])cc1C)=N\NC(=O)c1ccc(O)cc1O | 1.9% | -3% | 0.2% | 0.2% | 10% | 1% | -6% | -0.1 | 59 | 5%
Cc1cc(C)c(C(=O)/C=C/c2ccco2)c(=O)[nH]1 | 23% | 12% | -0.1% | -0.2% | 0% | -8% | 49% | 0.4 | 35 | 20%
COc1cc(C(=O)Nc2ccc3c(c2)OCCO3)ccc1OC(F)F | -0.5% | -10% | 1.3% | -0.3% | 4% | -1% | -7% | -1.3 | 47 | -2%
COCCNC(=O)CSCc1nc(-c2ccc(SC)cc2)oc1C | -1.6% | 14% | 0.3% | 0.0% | 16% | 2% | 18% | 0.1 | 95 | -7%
O=C(Nc1cccc(C(F)(F)F)c1)c1cccnc1 | 0.8% | -8% | 2.1% | -0.4% | -5% | 1% | 7% | 0.4 | 71 | -6%
CS(=O)(=O)c1sc(C(=O)NC(=S)Nc2ccc(OC(F)(F)F)cc2)c2c1C=CCC2 | 0.3% | -10% | 0.0% | 1.0% | 15% | 13% | -12% | 3.0 | 52 | -10%
COc1ccc(OCCC(=O)OCC(=O)NCc2ccc(F)cc2)cc1 | 0.3% | -6% | 0.1% | 0.4% | 9% | 4% | 10% | 2.3 | 68 | 6%
Cc1cc(OCC(=O)NC(Cc2c[nH]c3ccc(O)cc23)C(=O)O)c2c(C)c(C)c(=O)oc2c1 (configuration not stated) | 11% | 2% | 0.7% | -0.1% | 4% | -4% | 14% | 17 | 86 | 9%
Cc1ccccc1Cc1n[nH]c(=S)n1N | -1.3% | -9% | 1.4%[50 µM] | -0.5% | 24% | 1% | -12% | 1.3 | 70 | -5%

Entries of single compounds as entered above. Screens in order: HIV peptide binding | GPR35 arrestin U2OS | UTI89 phage lysis | GPR55 beta-arrestin | GPR55 antagonists | Siah-1 displacement | AID2073 | NTR1 ag | NTR1 ag cell count 20 µM | NS5 inhibitors
Results for COCCNC(=O)CSCc1nc(-c2ccc(SC)cc2)oc1C → -1.6% | 14% | 0.3% | 0.0% | 16% | 2% | 18% | 0.1 | 95 | -7%
Results for Cc1cc(C)c(C(=O)/C=C/c2ccco2)c(=O)[nH]1 → 23% | 12% | -0.1% | -0.2% | 0% | -8% | 49% | 0.4 | 35 | 20%
Results for N=C1/C(=C\c2ccc(-c3cccc(Cl)c3)o2)C(=O)N=C2SC=C(c3ccccc3)N12 → -0.6% | -2% | 0.1% | -0.2% | -7% | -4% | 6% | -1.0 | 72 | 0%
Results for Cc1cc(OCC(=O)NC(Cc2c[nH]c3ccc(O)cc23)C(=O)O)c2c(C)c(C)c(=O)oc2c1 (configuration not stated) → 11% | 2% | 0.7% | -0.1% | 4% | -4% | 14% | 17 | 86 | 9%
